# High-throughput results from PubChem BioAssay.
# BL2 CD40 inh = inhibitors of CD40-induced NF-kB signaling, primary screen, BL2 cells, luciferase reporter, single point. CD40L-induced, 4 h. inhibition, % at 10 µM. actives 0.94% (n = 83,000). AID 1053188, 2014;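 active = mean inhibition of at least 50% with a set share of replicates also reaching that level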;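 note: 0% = neutral control wells and 100% = IKK inhibitor VII at 50 µM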
# Numbers without * were called inactive; [ ] = another dose, or the depositor's remark.
item	Compound	BL2 CD40 inh
1	Cc1ccc(S(=O)(=O)N2CCCC(CCC(=O)NCc3ccccc3F)C2)s1 (stereo unspecified)	0.6
2	CCN(CC)c1ccc(NS(=O)(=O)c2ccc(OC)cc2)cc1	6.1
3	O=C(Nc1ccc2c(c1)CCCN2C(=O)c1cccs1)c1ccccc1	-41.3
4	COc1ccc2[nH]c(C)c(CN3CCC(C)CC3)c(=O)c2c1	-1.8
5	CCN(CC)C(=O)CCNS(=O)(=O)c1ccc(C)cc1	3.7
6	CCN1CCN(C(=O)c2cc3c(s2)-c2c(C)cccc2OC3)CC1	-65.6
7	C[C@@H]1CN([C@H](C)CO)C(=O)c2cc(NC(=O)CCC(F)(F)F)ccc2O[C@@H](C)CCCCO[C@H]1CN(C)C(=O)c1ccncc1	-16.6[25 µM]
8	Cc1nonc1OCCNC(=O)C12CC3CC(CC(C3)C1)C2	-3.6
9	CCOc1ccc(CCNC(=O)CCC(=O)c2cccs2)cc1OCC	3.5
10	O=C(CN1CCOCC1)NC[C@@H]1N[C@@H](CO)[C@@H]1c1ccc(-c2ccccc2)cc1	-9.4[25 µM]
11	COc1cccc2[nH]c3c(N4CCCCC4)ncnc3c12	-47.2
12	NC(=S)NN=Cc1nccc2c(C(F)(F)F)cccc12	-7.8
13	CCN(CC(=O)Nc1ccc(NC(C)=O)cc1)C(=O)CSc1ncnc2sc(C)c(C)c12	-4.8
14	CCCNC(=O)Nc1nnc(C2CC2)s1	-11.0
15	CC(C)(C)c1ccc(C(=O)Nc2ccc(NC(=O)C(=O)O)cc2)o1	7.4
16	CC1(c2ccccc2)NC(=O)N(CC(=O)Nc2ccc3c(c2)OCO3)C1=O (stereo unspecified)	5.6
17	O=C(CN1C(=O)C2CC=CCC2C1=O)Nc1cc(C(F)(F)F)ccc1N1CCCC1 (stereo unspecified)	-2.9
18	O=C(Cc1cccnc1)N1CC(=O)N2[C@@H](CO)[C@H](c3ccc(/C=C/c4ccccc4)cc3)[C@@H]2C1	-7.2[25 µM]
19	Nc1nc(-c2ccc(S(=O)(=O)N3CCCCC3)cc2)cs1	5.7
20	Cc1ccn(-c2cc(O)c(-n3ccc(C)n3)cc2O)n1	-40.4
21	CC(C)N=C1CCCC1C(=S)SSC(=S)C1CCCC1=NC(C)C (stereo unspecified)	-1.8
22	COc1cccc(C(=O)NCC2CCCN2S(=O)(=O)c2cccs2)c1 (stereo unspecified)	0.2
23	C/C=C/c1ccc([C@H]2[C@@H](CO)N(S(C)(=O)=O)[C@H]2CNC(C)C)cc1	3.3[25 µM]
24	Cc1ccc(-c2nc(CN(C)Cc3cccc4cnccc34)c(C)o2)s1	8.8
25	O=C1c2ccccc2NC(c2cccs2)N1O (stereo unspecified)	-2.2
26	COc1ccc(NS(=O)(=O)c2cccc(C(=O)NCC3CCCO3)c2)cc1 (stereo unspecified)	-0.9
27	COCCOC(=O)c1c(C)n(C)c2ccc(OC(=O)C3CC3)cc12	-11.1
28	O=C(C[C@@H]1C=C[C@@H](NC(=O)C2CC2)[C@@H](CO)O1)Nc1ccccc1	-6.2
29	C[C@@H]1CN([C@@H](C)CO)C(=O)CCCn2nncc2CO[C@H]1CN(C)S(=O)(=O)c1ccc(-n2cccn2)cc1	-4.1[25 µM]
30	Brc1ccc(-c2noc(CCc3ccccc3)n2)o1	-55.1
31	CCOC(=O)c1ccc(N2CCN(C(C)=O)CC2)c(NC(=O)c2cccnc2)c1	9.4
32	CN(C)/C=N/c1c(C#N)cnn1C	9.7
33	N#C[C@H]1[C@@H](c2ccc(C#CC3CC3)cc2)[C@@H](CO)N1C(=O)Nc1ccc(F)cc1	1.7
34	Cc1ccc(C(=O)C(C)OC(=O)Cn2cnc3c2c(=O)n(C)c(=O)n3C)cc1 (stereo unspecified)	5.7
35	COc1cc(OC)cc(C(=O)N2CC(=O)Nc3ccccc32)c1	-20.9
36	N/C(COc1cccc(Cl)c1)=N\O	-1.9
37	CO[C@H]1CN(C)C(=O)c2cc(NS(C)(=O)=O)ccc2OC[C@H](C)N(Cc2cncnc2)C[C@@H]1C	1.7[25 µM]
38	O=C(O)c1ccccc1-c1ccccc1C(=O)Nc1nc2ccccc2s1	6.2
39	c1cc2nc(C34CC5CC(CC(C5)C3)C4)[nH]c2cn1	-0.8
40	Cc1cnc(C(=O)OCC(=O)Nc2cc(Cl)ccc2C#N)cn1	0.1
41	N#C[C@H]1[C@@H](c2ccc(C#CC3(O)CCCC3)cc2)[C@@H](CO)N1C(=O)C1CCC1	8.7
42	COC(=O)c1ccsc1NC(=O)CN1CCN(c2ncccn2)CC1	10.4
43	COc1ccccc1Nc1nc(NCc2ccco2)c2ccccc2n1	-20.5
44	O=C(NCc1ccco1)c1csc2c1CCCCC2	-18.4
45	CCCCN(CC)CCCNC(=O)Cn1nc(Cc2cccnc2)c2ccccc2c1=O	-0.4

# Four entries already listed, arranged by the number in BL2 CD40 inh, smallest number first:
item	Compound	BL2 CD40 inh
35	COc1cc(OC)cc(C(=O)N2CC(=O)Nc3ccccc32)c1	-20.9
43	COc1ccccc1Nc1nc(NCc2ccco2)c2ccccc2n1	-20.5
40	Cc1cnc(C(=O)OCC(=O)Nc2cc(Cl)ccc2C#N)cn1	0.1
38	O=C(O)c1ccccc1-c1ccccc1C(=O)Nc1nc2ccccc2s1	6.2

# (list continues)
item	Compound	BL2 CD40 inh
46	COc1ccccc1Nc1nc(-c2c(C)nc3ncccn23)cs1	7.7
47	N#CC(=C1CCCC1)c1nc(-c2ccccc2)cs1	-100.0
48	CC(C)NC(=O)Nc1ccc2c(c1)C(=O)N(C)C[C@@H](C)[C@H](CN(C)S(C)(=O)=O)O2	1.9
49	O=[N+]([O-])c1ccc(CC(Cl)c2ccccn2)cc1 (stereo unspecified)	-1.0
50	CCN1C(=O)c2ccccc2Sc2ccc(C(=O)NCCN3CCOCC3)cc21	1.3
51	Cc1ccc(NC(=O)COC(=O)CSC(=S)N2CCOCC2)cc1C	1.3
52	O=C(c1cc(S(=O)(=O)N2CCCCC2)ccc1N1CCOCC1)N1CCN(Cc2ccccc2)CC1	2.2
53	COc1cccc(C(c2ccccc2)N2C3CCC2CN(S(=O)(=O)c2ccc(F)cc2)CC3)c1 (stereo unspecified)	-1.7
54	CCc1c(C)nc(N)n2c(SCC(=O)N3CCCC(C)C3)nnc12 (stereo unspecified)	17.8
55	CN(CC(=O)NCc1ccco1)CC(=O)Nc1ccc(F)c(F)c1F	3.6
56	CCOC(=O)Cn1c(=O)cc(C)c2cccc(C)c21	18.6
57	COc1ccc(C2C(C(=O)N3CCCCC3)c3ccccc3C(=O)N2C)cc1 (stereo unspecified)	10.7
58	COc1ccc(-c2ccc([C@@H]3[C@@H](C#N)N(C(=O)C4CCC4)[C@H]3CO)cc2)cc1	-27.3
59	C[C@@H]1CN([C@H](C)CO)C(=O)CCCn2cc(nn2)CO[C@H]1CN(C)Cc1ccc(Oc2ccccc2)cc1	5.0
60	O=C(NCCc1ccc(Cl)cc1)c1ccc(OCC2CCCO2)cc1 (stereo unspecified)	-51.6

# Some of the entries above in a different format:
46) COc1ccccc1Nc1nc(-c2c(C)nc3ncccn23)cs1
  BL2 CD40 inh = 7.7
47) N#CC(=C1CCCC1)c1nc(-c2ccccc2)cs1
  BL2 CD40 inh = -100.0
48) CC(C)NC(=O)Nc1ccc2c(c1)C(=O)N(C)C[C@@H](C)[C@H](CN(C)S(C)(=O)=O)O2
  BL2 CD40 inh = 1.9
49) O=[N+]([O-])c1ccc(CC(Cl)c2ccccn2)cc1 (stereo unspecified)
  BL2 CD40 inh = -1.0

# Following part:
no.	molecule	BL2 CD40 inh
61	O=C(C[C@@H]1CC[C@@H]2[C@H](COC[C@H](O)CN2C(=O)Nc2cc(Cl)cc(Cl)c2)O1)N1CCOCC1	-6.9[25 µM]
62	Cc1cc(NC(=O)NC(C(F)(F)F)C(F)(F)F)no1	3.5
63	CO[C@@H](C(=O)N(C)C[C@@H]1OCc2ccccc2-c2ccccc2C(=O)N([C@H](C)CO)C[C@H]1C)c1ccccc1	-11.3[25 µM]
64	Cc1ccc(NC(=S)Nc2cc(C(=O)O)ccc2N2CC3CC(C2)c2cccc(=O)n2C3)cc1C (stereo unspecified)	-41.8
65	CC(=O)N1Cc2cc(C(=O)NCC(F)(F)F)nc(-c3cccc(-c4cccnc4)c3)c2[C@H]1CCO	-21.4[25 µM]
66	COc1ccc2c3c([nH]c2c1)[C@H](CO)N(Cc1ccc(F)cc1)CC31CCN(Cc2ccccn2)CC1	-7.1[25 µM]
67	CC(NS(=O)(=O)c1cccc(C(=O)NCc2ccncc2)c1)c1ccccc1 (stereo unspecified)	8.9
68	CN1CCN(c2ccc(Cl)cc2NS(=O)(=O)c2ccccc2Cl)CC1	1.7
69	O=C(NC1CCCCC1)N1CC(=O)N2[C@H](C1)[C@H](c1ccc(-c3ccncc3)cc1)[C@@H]2CO	-9.1[25 µM]
70	COC(=O)c1ccc(N2CCN(c3ccccc3)CC2)nc1	-90.7
71	O=C(CSc1nnc2c(n1)[nH]c1ccccc12)Nc1ccc2c(c1)OCO2	-22.8
72	COC(=O)[C@@H]1[C@@H](CO)[C@@H]2Cn3c(cccc3=O)[C@@H]2N1C(=O)C1CCCC1	-7.9
73	O=C(COC(=O)c1ccc(O)cc1O)Nc1ncc(Cl)cc1Cl	5.7
74	Cn1c(=O)c2c(ncn2CC(=O)OCC(=O)c2ccc(Cl)cc2)n(C)c1=O	-1.4
75	Cc1ccccc1Cn1c2ccccc2c2cnn(CC(=O)NCc3ccco3)c(=O)c21	7.4
76	O=C(NCCS(=O)(=O)N1CCN(c2ccccc2)CC1)c1ccc(Br)o1	12.7
77	Cc1cccnc1Sc1c([N+](=O)[O-])ncn1C	-11.5
78	O=C1C(=Cc2ccco2)CCC1=Cc1ccco1	-3.1
79	CC(=O)c1cc2c(cc1NC(=O)CCc1ccccc1)OCO2	-23.7
80	CC(C1CC1)N(Cc1ccccc1)C(=O)NC(=O)c1ccccc1 (stereo unspecified)	1.4
81	O=C(C[N+]1(CC#Cc2ccccc2)CCCCC1)c1ccc(Cl)cc1	0.7
82	C[C@@H](NC(=O)C[C@@H]1CC[C@@H]2[C@@H](COc3ccc(NC(=O)C4CCOCC4)cc3C(=O)N2C)O1)c1ccccc1	-14.2[25 µM]
83	Nc1ccnn1Cc1ccncc1	-1.6
84	Cc1cccc(C)c1NC(=O)CNC(=O)CCCc1c[nH]c2ccccc12	-36.0
85	C[C@@H]1CN([C@@H](C)CO)C(=O)c2cc(N(C)C)ccc2O[C@@H](C)CCCCO[C@@H]1CN(C)C(=O)NC1CCCCC1	-3.7[25 µM]
86	Cc1ccc(NC(=O)Nc2cc(S(=O)(=O)N(C)C)ccc2C)cc1	-69.8
87	Cc1cnc(C(=O)OCc2csc(CC(=O)Nc3ccccc3C)n2)cn1	5.9
88	C[C@H]1CN([C@@H](C)CO)C(=O)c2ccccc2-c2ccccc2CO[C@H]1CN(C)Cc1ccccc1	-1.2
89	Nc1ccc(-c2nc3ncccc3o2)c(Cl)c1	-86.6
90	Cc1ccc2sc(N3CCN(C(=O)C4=COCCO4)CC3)nc2c1C	9.5
91	CCCC#Cc1ccc2c(c1)[C@H]1[C@H](CCN1S(=O)(=O)c1cn(C)cn1)[C@H](CO)N2	16.8[25 µM]
92	COc1cc(C(C)=O)ccc1OCC(=O)NCC(c1ccc(F)cc1)N1CCOCC1 (stereo unspecified)	5.1
93	Cc1ccccc1-c1ccc(C2[C@H]3CNC[C@@H]2N3Cc2cccnc2)cc1 (stereo partly specified)	2.7[25 µM]
94	Cc1oc(-c2ccccc2Cl)nc1CN(Cc1ccccn1)C[C@@H]1CCC(=O)N1	-5.1
95	C/C(=N\NC(=O)c1cc(Br)ccc1O)c1cccs1	-74.2
96	Cc1cccc(NC(=O)CN2C(=O)NC3(CCCC3)C2=O)n1	6.9
97	COc1cc(C2Nn3c(nnc3-c3ccccc3OC)S2)ccc1O (stereo unspecified)	4.1
98	COc1cc2c(CCNC(C)=O)c[nH]c2cc1O	6.2
99	O=C(Nc1ccccc1N1CCCC1)c1cc(S(=O)(=O)N2CCOCC2)ccc1Cl	-2.8
100	CO[C@H]1CN(C)C(=O)c2ccc(NC(C)=O)cc2OC[C@H](C)N(C(=O)c2cnccn2)C[C@@H]1C	-2.2[25 µM]
101	O=C(CN1C(=O)NC2(CCCC2)C1=O)N1CCCSC1=Nc1ccccc1	7.0
102	CO[C@H](C(=O)N(C)C[C@H]1OCc2ccccc2-c2c(n(C)c3ccccc23)C(=O)N([C@H](C)CO)C[C@@H]1C)c1ccccc1	-0.5[25 µM]
103	CCOC(=O)c1c(C)c(C(=O)Nc2ccc3c(c2)OCO3)c(C)n1C	-17.3
104	CO[C@H]1CN(C)C(=O)c2ccc(NC(=O)c3cccc(F)c3)cc2OC[C@@H](C)NC[C@H]1C	-0.1[25 µM]
105	NS(=O)(=O)c1ccc(CCNC(=O)CN2CCCCCC2)cc1	4.3
106	COc1ccc(COC(=O)C2CCN(S(=O)(=O)c3ccc(OC)c(OC)c3)CC2)cc1	6.2
107	C[C@@H]1CCCCO[C@@H](CN(C)CC2CCCCC2)[C@@H](C)CN([C@@H](C)CO)C(=O)c2cc(NC(=O)Nc3ccc(C(F)(F)F)cc3)ccc2O1	96.9*[25 µM]
108	OC[C@@H]1[C@@H](c2ccc(Br)cc2)[C@H]2CN(Cc3cncnc3)CCCCN12	-3.6[25 µM]
109	Cc1sc2nc(CSCC(=O)Nc3c(F)cccc3F)[nH]c(=O)c2c1C	13.8
110	COc1ccccc1OCCNc1nc2c(c(=O)n(C)c(=O)n2C)n1C	11.2
111	NC(=O)C1C(=O)c2ccccc2C1(C[N+](=O)[O-])c1ccccc1 (stereo unspecified)	10.0
112	CSCCC(NS(=O)(=O)c1c(Cl)cccc1Cl)C(=O)O (stereo unspecified)	13.9
113	Cc1c(C(=O)NCc2cccnc2)oc2ccc(S(=O)(=O)N3CCCCC3)cc12	-3.9
114	Cc1ccc(S(=O)(=O)NCCc2nnc3ccc(NCCCOC(C)C)nn23)cc1	2.6
115	O=C(CCc1ccccc1)NCC1OCCc2ccccc21 (stereo unspecified)	-8.2
116	CCn1c(=O)c2cc(C(=O)NCc3cccs3)sc2c2ccccc21	9.2
117	COC(=O)[C@H](CCSC)NC(=O)Nc1ccc(S(N)(=O)=O)cc1	5.3
118	O=c1cc(CN2CCOCC2)nc(C2CC2)[nH]1	1.3
119	CS(=O)(=O)N1CC(=O)N2[C@H](CO)[C@H](c3ccc(C#CCC4CCCC4)cc3)[C@H]2C1	7.7

# These rows are one share of the data, so the mix of outcomes need not match the whole.
